From PubChem BioAssay
GAA inhib = blocks human lysosomal alpha-glucosidase; Potency, µM (titrated, usually from 76.9 µM), for the others: at the top dose activity change, negative = inhibition, actives largely listed as inhibitors; purified human GAA, 4-MU-alpha-glucoside fluorescence; 200,000 tested, 0.005% active; P10253;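 also: plate controls were uninhibited enzyme wells for no effect and no-enzyme background for full effect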
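qHTS format, compound range up to 77 uM. Human lysosomal enzyme at 4 nM, 400 uM 4-MU glucoside substrate, pH 5.0, 20 min room temperature; fluorescence after alkaline stop gives activity normalized to controls.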
aGal spleen mod = alpha-galactosidase A (human) modulation | human spleen homogenate, 4MU-alpha-Gal fluorescence, 40 min | AID 2107 | 240,000 tested, 0.008% active | P06280 | Potency, µM (doses to about 80 µM), for the others: top-dose activity change, negative = inhibition, usual class: inhibitors;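 also: 0% = enzyme with vehicle and -100% = no enzyme basal signal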
Target sequence (P06280 32-429 limits assumed): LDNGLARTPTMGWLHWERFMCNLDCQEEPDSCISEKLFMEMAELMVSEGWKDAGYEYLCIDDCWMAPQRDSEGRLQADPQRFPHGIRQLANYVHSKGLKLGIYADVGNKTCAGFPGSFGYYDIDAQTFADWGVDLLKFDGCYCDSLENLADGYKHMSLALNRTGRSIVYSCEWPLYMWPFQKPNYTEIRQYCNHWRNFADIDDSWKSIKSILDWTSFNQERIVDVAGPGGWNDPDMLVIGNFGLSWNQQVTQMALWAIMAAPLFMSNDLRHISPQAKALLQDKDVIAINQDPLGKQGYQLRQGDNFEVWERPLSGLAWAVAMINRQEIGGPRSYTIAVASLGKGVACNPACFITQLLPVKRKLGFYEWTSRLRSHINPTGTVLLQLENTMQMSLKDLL
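Human spleen homogenate (1 ug) as enzyme source, 4-methylumbelliferyl-alpha-D-galactopyranoside 1 mM final, citrate/phosphate pH 5.0 with 0.01% Tween-20. Compounds 40 min at 37C, NaOH/glycine stop; fluorescence Ex 365/Em 440, Hill-fit AC50.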
JMJD2E inh = inhibitors of human JMJD2E histone demethylase; 230,000 tested, 1.6% active; JMJD2E catalytic domain, FDH-coupled NADH fluorescence (FDH is formaldehyde dehydrogenase); Potency, µM (series often up to 57.1 µM), for the others: at the top dose activity change, negative = inhibition, actives largely listed as inhibitors; AID 2147; active = well fitted inhibition curve with a large enough effect, not every such curve was filed as active; inconclusive = small, poorly fitted or top-dose-only effect, or another doubt; inactive = no such curve, though single readings can be large or run the other way;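 also: 0% = wells with enzyme and -100% = buffer wells without enzyme; nearly all actives have a fitted effect of over 50% in size; many of its hits are not listed in these tables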
Target sequence (B2RXH2 1-337 limits assumed): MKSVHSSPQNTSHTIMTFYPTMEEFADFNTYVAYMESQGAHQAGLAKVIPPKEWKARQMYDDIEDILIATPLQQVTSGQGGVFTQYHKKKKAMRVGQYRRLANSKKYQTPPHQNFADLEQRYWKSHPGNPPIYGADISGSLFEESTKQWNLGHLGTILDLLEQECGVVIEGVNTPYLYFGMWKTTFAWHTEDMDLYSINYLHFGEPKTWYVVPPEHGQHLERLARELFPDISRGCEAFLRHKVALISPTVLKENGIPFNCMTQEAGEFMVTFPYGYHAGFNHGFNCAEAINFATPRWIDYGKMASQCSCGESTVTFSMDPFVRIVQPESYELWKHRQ
SMN2 splice up = enhancers of SMN2 splice variant expression. 210,000 tested, 2.8% active. AID 1458. HEK293 SMN2-luciferase splicing reporter, luminescence, 30-36 h. Potency, µM (doses to about 46.1 µM), without a hit: at the top dose activity change, positive = activation, most hits filed as activators; also: % of control where 0% means no effect; nearly all actives have a fitted effect of over 55% in size
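qHTS luciferase splicing reporter: luminescence rises when SMN2 exon 7 is included in transfected HEK293 cells. Compound exposure lasted 30-36 h at 37C, with 4.5 mM final sodium butyrate as control, followed by a ONE-Glo read.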
GoLoco inh red = RGS12 GoLoco-Gai1 interaction inhibition; Gai1:RGS12 GoLoco peptide FP, rhodamine, 10 min; Potency, µM (series often up to 61.6 µM), for the others: top-dose activity, negative = inhibition, usual class: inhibitors; 230,000 tested, 0.44% active; active = well fitted inhibition curve with a large enough effect, not every such curve was filed as active; inactive = no such curve, though single readings can be large or run the other way; also: % is scaled to controls: 0 for no effect and ±100 for the full control effect; nearly all actives have a fitted effect of over 30% in size; many of its hits are not listed in these tables
Target sequence (P63096 whole entry, looked up): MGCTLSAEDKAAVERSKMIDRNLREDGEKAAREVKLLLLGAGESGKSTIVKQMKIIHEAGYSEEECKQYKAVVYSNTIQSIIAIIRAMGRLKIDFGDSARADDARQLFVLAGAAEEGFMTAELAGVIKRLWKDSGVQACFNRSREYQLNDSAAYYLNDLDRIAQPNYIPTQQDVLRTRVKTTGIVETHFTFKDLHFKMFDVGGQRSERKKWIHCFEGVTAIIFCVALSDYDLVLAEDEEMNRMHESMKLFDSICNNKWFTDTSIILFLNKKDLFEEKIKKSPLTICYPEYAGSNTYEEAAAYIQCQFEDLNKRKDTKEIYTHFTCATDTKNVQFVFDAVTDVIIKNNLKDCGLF
GAA glycogen mod = alters human alpha-glucosidase cleavage of glycogen; recombinant GAA, glycogen substrate, Amplex Red glucose oxidase fluorescence; AID 2100; 300,000 tested, 0.38% active; Potency, µM (highest dose often 76.4 µM), for inactives: at the top dose activity change, negative = inhibition, hits mostly inhibitors;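 also: 0% = full enzyme reaction and -100% = no-enzyme basal signal; the screen sought inhibitors and activators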
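Recombinant human enzyme (4 nM); glycogen substrate; 37 C, 40 min, pH 5.0. Readout: coupled glucose oxidase/Amplex Red fluorescence.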
ALDH1A1 block = inhibitors of human aldehyde dehydrogenase 1A1 | Potency, µM (series often up to 75.3 µM), inactives show at the top dose activity, negative = inhibition, usual class: inhibitors | Purified ALDH1A1, NADH fluorescence, propionaldehyde substrate | P00352 | 220,000 tested, 7.3% active; active = well fitted inhibition curve with a large enough effect, not every such curve was filed as active; inconclusive = small, poorly fitted or top-dose-only effect, or another doubt; inactive = no such curve, though single readings can be large or run the other way;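 also: plate controls were no enzyme wells and a reference inhibitor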
GAA spleen mod = inhibitors or activators of human alpha-glucosidase in spleen homogenate | 240,000 tested, 0.006% active | human spleen homogenate, 4-MU-alpha-glucoside fluorescence | P10253 | Potency, µM (series often up to 79.9 µM), for inactives: at the top dose activity change, negative = inhibition, most hits filed as inhibitors | AID 2112;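 also: 0% = enzyme with vehicle and -100% = no enzyme basal signal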
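AC50 values come from Hill-equation fits of concentration-response data, normalized to no-enzyme and full-activity controls. Enzyme source: 1 ug human spleen homogenate; 1 mM fluorogenic 4-MU glucoside, pH 5.0 citrate buffer, 37 C, 40 min.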
Numbers without * were called inactive; ? = inconclusive; . = not tested or not shown; & = joins results of further samples; [ ] = another dose, or the depositor's remark. Unless noted, calls follow the shape of the dose curve; as a rule, active = well fitted curve in the direction sought with a large enough effect; inconclusive = small, poorly fitted or top-dose-only effect, or another doubt; inactive = no such curve, though single readings can be large; an effect the other way counts as inactive or inconclusive. Potency is read from the fitted curve at half-maximal effect. Only part of the results is shown; the hit share may differ from the screen's.

1. Cc1ccc2nsnc2c1S(=O)(=O)NC1CC1
2. N#CCc1ccc(C(=O)c2ccccc2)s1
3. O=C1N=C(N2CCN(c3ccccc3)CC2)SC1Cc1ccccc1 (configuration not stated)
4. CC(C)C(=O)Nc1ccc(NC(=O)c2cccs2)cn1
5. O=C(COC(=O)c1ccc(NS(=O)(=O)c2cccs2)cc1)Nc1nc2c(F)c(F)c(F)cc2s1
Screen / compound no.	1	2	3	4	5
GAA inhib	3%	7%	-6%	4%	11%
aGal spleen mod	3%	-1%	8%	-4%	8%
JMJD2E inh	0%	-6%	3%	-20%	-3%
SMN2 splice up	1%	11%	-4%	7%	-5%
GoLoco inh red	4%	48%[activator]	7%	6%	81%[activator]
GAA glycogen mod	2%	3%	-8%	2%	4%
ALDH1A1 block	-3%	?	-5%	?	0%
GAA spleen mod	4%	-10%	2%	-6%	0%

6. CCN(CC)S(=O)(=O)c1ccc2[nH]cc(C(=O)NCCC3=CCCCC3)c(=O)c2c1
7. CSc1nc(NC(C)=O)nc(C)c1Cl
8. COC(=O)CC1C(=O)NCCN1C(=O)CSc1nc2ccc([N+](=O)[O-])cc2s1 (configuration not stated)
9. O=C(NCc1ccc(Cl)s1)c1cc(COc2c(F)cccc2F)on1
10. Cc1c(Oc2ccc(C(F)(F)F)cc2[N+](=O)[O-])ccc2c3c(c(=O)oc12)CCC3
Screen / compound no.	6	7	8	9	10
GAA inhib	?	-9%	-3%	?	5%
aGal spleen mod	8%	-2%	-4%	2%	22%
JMJD2E inh	-26%	-4%	-1%	-2%	?
SMN2 splice up	-47%[inhibitor]	14%	-9%	.	-15%
GoLoco inh red	20%	4%	9%	73%[activator]	3%
GAA glycogen mod	-10%	-2%	-4%	-5%	-4%
ALDH1A1 block	?	-2%	?	6%	?
GAA spleen mod	-2%	-9%	0%	1%	4%

11. Cc1ccc2[nH]c(=O)c(-c3noc(C(C)C)n3)cc2c1
12. CC1(C)CC(=O)C2=C(C1)NC(SCC(=O)Nc1ccccc1)=C(C#N)C21CCCCC1
13. O=C(/C=C/Nc1ccc([N+](=O)[O-])cc1Br)c1cccc2ccccc12
14. Cc1ccc(-c2csc3nc(C)n(-n4cccc4)c(=O)c23)o1
15. COCCNC(=O)c1c(N)n(/N=C/c2cccs2)c2nc3ccccc3nc12
Screen / compound no.	11	12	13	14	15
GAA inhib	15%[15.4 µM]	?	-11%	-1%	?
aGal spleen mod	13%	6%	1%	-13%	8%
JMJD2E inh	?	?	8%	-29%	?
SMN2 splice up	8%	-23%	5.6µM*	-12%	-6%
GoLoco inh red	10%	-17%	7%	-7%	0%
GAA glycogen mod	4%	-20%	9%	4%	-7%
ALDH1A1 block	?	22µM*	?	-4%	?
GAA spleen mod	-1%	5%	-1%	-16%	-1%

16. Cc1noc(C)c1COC(=O)c1cccc(S(=O)(=O)N2c3ccccc3CC2C)c1 (configuration not stated)
17. COc1ccc(NC(=O)c2ccc(-n3cccn3)nc2)cc1
18. COc1cccc(S(=O)(=O)NCc2ccc(C(=O)NCc3ccco3)cc2)c1
19. COC(=O)c1cn(NC(=O)COc2ccc(Cl)cc2)c(=O)c2ccccc12
20. Cc1ccc2cc(S(=O)(=O)NCCCN3CCOCC3)ccc2c1
Screen / compound no.	16	17	18	19	20
GAA inhib	-4%	-9%	-2%	-1%	?
aGal spleen mod	-5%	0%	-4%	-1%	-8%
JMJD2E inh	3%	-29%	-2%	?	-1%
SMN2 splice up	-37%[inhibitor]	-11%	-11%	13%	.
GoLoco inh red	-2%	-3%	-4%	2%	12%
GAA glycogen mod	-5%	-1%	-2%	1%	-8%
ALDH1A1 block	7%	0%	14µM*	6%	2%
GAA spleen mod	-8%	-2%	-5%	-1%	5%

21. O=C(NCCCO)c1nc2ccccc2s1
22. C#CC(C)OC(=O)C(C)NC(=O)c1ccccc1 (configuration not stated)
23. c1ccc(-c2noc(CN3CCN(c4ccccc4)CC3)n2)cc1
24. Cc1ccc(-c2nc(CS(=O)CC(=O)NCCN3CCOCC3)c(C)o2)cc1 (configuration not stated)
25. Cc1ccnc2nc(C(=O)OCC(=O)NCCc3ccc(Cl)cc3)nn12
Screen / compound no.	21	22	23	24	25
GAA inhib	-13%	.	-6%	-10%	-22%
aGal spleen mod	1%	6%&-2%	-11%	6%	5%
JMJD2E inh	0%	20%&9%	-3%	-11%	2%
SMN2 splice up	6%	2%	-21%	2%	1%
GoLoco inh red	-2%	-11%&12%	1%	8%	-10%
GAA glycogen mod	8%	-2%	14%	?	16%
ALDH1A1 block	0%	2%	1%	-8%	4%
GAA spleen mod	-1%	0%&-9%	-1%	5%	-2%

26. CC(C)CCNC(=O)C1CCN(c2nc3ccccc3o2)CC1
27. O=C(Nc1cccnc1)c1ccccc1Oc1ccccc1
28. COc1ccc(C2(C(=O)Nc3ccc(S(=O)(=O)Nc4nc(C)cc(C)n4)cc3)CCCC2)cc1OC
29. Cc1ccccc1NS(=O)(=O)c1ccc2[nH]cc(C(=O)NCCCN3CCOCC3)c(=O)c2c1
30. COc1ccc(NC2=C(C(C)=O)C(c3ccc(N(C)C)cc3)C(C(C)=O)C(C)(O)C2)cc1 (configuration not stated)
Screen / compound no.	26	27	28	29	30
GAA inhib	-5%	-9%	-4%	7%	-4%
aGal spleen mod	-2%	2%	3%	-6%	-1%
JMJD2E inh	3%	3%	2%	-27%	-13%
SMN2 splice up	-31%[inhibitor]	-9%	.	-2%	0%
GoLoco inh red	5%	12%	.	38%	-30%
GAA glycogen mod	4%	-3%	9%	10%	-16%
ALDH1A1 block	7%	18µM*	-4%	?	?
GAA spleen mod	-8%	5%	1%	-1%	0%

31. COc1ccc(/C=N/NC(=O)CNc2c(Br)cc(C)cc2Br)c(C(=O)O)c1OC
32. O=C(Nc1c(Cl)ccc2nsnc12)c1ccco1
33. O=C1CCCC2=C1Sc1ccc(Cl)cc1N2
34. CCOC(=O)N1CCN(Cc2c(NC(=O)c3ccco3)sc(C)c2C)CC1
35. Nc1nc(CN2CCN(C(=O)c3ccco3)CC2)nc(Nc2cccc(Cl)c2)n1
Screen / compound no.	31	32	33	34	35
GAA inhib	12%	?	.	-7%	14%
aGal spleen mod	0%	1%	-17%	-3%	6%
JMJD2E inh	8%	5%	-7%	-10%	8%
SMN2 splice up	17%	-1%	.	-9%	-5%
GoLoco inh red	6%	6%	-1%	-1%	10%
GAA glycogen mod	-8%	8%	?	-30%	-10%
ALDH1A1 block	7.1µM*	?	.	81%[activator]	?
GAA spleen mod	-1%	1%	5%	-2%	6%

36. COc1cccc(Nc2ncc3nc(-c4cn(C)c5ccccc45)c(=O)n(CCC#N)c3n2)c1
37. O=C(NCc1ccncc1)Nc1ccc(F)cc1
38. COCCNC(=O)C(c1ccc(C)cc1)N(C(=O)C(=O)NC1CCCC1)c1ccc2c(c1)OCCO2 (configuration not stated)
39. CN(CC(=O)Nc1sccc1C#N)C1CCCCC1
40. N#C/C(=C(/O)COC(=O)c1ccc(C#N)cc1)c1nc2ccccc2s1
Screen / compound no.	36	37	38	39	40
GAA inhib	.	3%	9%	-3%	-9%
aGal spleen mod	13%	-4%	3%	5%	0%
JMJD2E inh	.	8%	-3%	-1%	1%
SMN2 splice up	.	-12%	.	-30%	?
GoLoco inh red	20%	7%	9%	124%[activator]	55%[activator]
GAA glycogen mod	.	-3%	-2%	3%	14%
ALDH1A1 block	?	4%	-2%	?	-7%
GAA spleen mod	-15%	-3%	-4%	8%	-5%

Ordered by molecular weight (falling): nine of the compounds above.
16. Cc1noc(C)c1COC(=O)c1cccc(S(=O)(=O)N2c3ccccc3CC2C)c1 (configuration not stated)
10. Cc1c(Oc2ccc(C(F)(F)F)cc2[N+](=O)[O-])ccc2c3c(c(=O)oc12)CCC3
3. O=C1N=C(N2CCN(c3ccccc3)CC2)SC1Cc1ccccc1 (configuration not stated)
20. Cc1ccc2cc(S(=O)(=O)NCCCN3CCOCC3)ccc2c1
26. CC(C)CCNC(=O)C1CCN(c2nc3ccccc3o2)CC1
17. COc1ccc(NC(=O)c2ccc(-n3cccn3)nc2)cc1
22. C#CC(C)OC(=O)C(C)NC(=O)c1ccccc1 (configuration not stated)
Screen / compound no.	16	10	3	20	26	17	22
GAA inhib	-4%	5%	-6%	?	-5%	-9%	.
aGal spleen mod	-5%	22%	8%	-8%	-2%	0%	6%&-2%
JMJD2E inh	3%	?	3%	-1%	3%	-29%	20%&9%
SMN2 splice up	-37%[inhibitor]	-15%	-4%	.	-31%[inhibitor]	-11%	2%
GoLoco inh red	-2%	3%	7%	12%	5%	-3%	-11%&12%
GAA glycogen mod	-5%	-4%	-8%	-8%	4%	-1%	-2%
ALDH1A1 block	7%	?	-5%	2%	7%	0%	2%
GAA spleen mod	-8%	4%	2%	5%	-8%	-2%	0%&-9%

21. O=C(NCCCO)c1nc2ccccc2s1
7. CSc1nc(NC(C)=O)nc(C)c1Cl
Screen / compound no.	21	7
GAA inhib	-13%	-9%
aGal spleen mod	1%	-2%
JMJD2E inh	0%	-4%
SMN2 splice up	6%	14%
GoLoco inh red	-2%	4%
GAA glycogen mod	8%	-2%
ALDH1A1 block	0%	-2%
GAA spleen mod	-1%	-9%

The list goes on:
41. CC(C)(C)SCCNC(=O)/C=C/c1ccccc1
42. CCCC12CN3CC(CCC)(CN(C1)C3c1ccco1)C2=O (configuration not stated)
43. CN1CCc2c(n(CC(O)CN3C(=O)c4ccccc4S3(=O)=O)c3ccccc23)C1=O (configuration not stated)
44. COc1ccc(Cl)cc1NC(=O)c1cnc2n(c1=O)CCS2
45. CC(C)C(NS(=O)(=O)c1cc(C(=O)O)ccc1Cl)C(=O)O (configuration not stated)
46. COC(CNC(=O)c1ccc2nc(-c3cccs3)c(-c3cccs3)nc2c1)OC
47. OC(CNCc1cccc(Br)c1)c1ccccc1 (configuration not stated)
Screen / compound no.	41	42	43	44	45	46	47
GAA inhib	.	.	-3%	2%	-8%	9%	?
aGal spleen mod	4%	5%	-1%	6%	6%	2%	-14%
JMJD2E inh	4%	1%	-5%	-3%	5%	1%	0%
SMN2 splice up	.	.	-12%	-5%	-1%	-57%[inhibitor]	-2%
GoLoco inh red	-1%	-3%	10%	10%	-1%	9%	-13%
GAA glycogen mod	0%	-4%	-3%	2%	-9%	5%	14%
ALDH1A1 block	.	.	10µM*	0%	9%	?	0%
GAA spleen mod	0%	-3%	-4%	5%	7%	-4%	-1%
